# Screening results: PubChem BioAssay, National Center for Advancing Translational Sciences (NCATS)
# ALOX12 inh = inhibitors of human 12S-lipoxygenase ALOX12; P18054; purified 12hLO, xylenol orange hydroperoxide absorbance; Potency, µM (doses to about 108 µM), for the others: at the highest dose activity change, negative = inhibition, actives largely listed as inhibitors; actives 1.1% (n = 580,000); active = well fitted inhibition curve with a large enough effect; inconclusive = small, poorly fitted or top-dose-only effect, or another doubt; inactive = no such curve, though single readings can be large or run the other way
# Target sequence (P18054 whole entry, looked up): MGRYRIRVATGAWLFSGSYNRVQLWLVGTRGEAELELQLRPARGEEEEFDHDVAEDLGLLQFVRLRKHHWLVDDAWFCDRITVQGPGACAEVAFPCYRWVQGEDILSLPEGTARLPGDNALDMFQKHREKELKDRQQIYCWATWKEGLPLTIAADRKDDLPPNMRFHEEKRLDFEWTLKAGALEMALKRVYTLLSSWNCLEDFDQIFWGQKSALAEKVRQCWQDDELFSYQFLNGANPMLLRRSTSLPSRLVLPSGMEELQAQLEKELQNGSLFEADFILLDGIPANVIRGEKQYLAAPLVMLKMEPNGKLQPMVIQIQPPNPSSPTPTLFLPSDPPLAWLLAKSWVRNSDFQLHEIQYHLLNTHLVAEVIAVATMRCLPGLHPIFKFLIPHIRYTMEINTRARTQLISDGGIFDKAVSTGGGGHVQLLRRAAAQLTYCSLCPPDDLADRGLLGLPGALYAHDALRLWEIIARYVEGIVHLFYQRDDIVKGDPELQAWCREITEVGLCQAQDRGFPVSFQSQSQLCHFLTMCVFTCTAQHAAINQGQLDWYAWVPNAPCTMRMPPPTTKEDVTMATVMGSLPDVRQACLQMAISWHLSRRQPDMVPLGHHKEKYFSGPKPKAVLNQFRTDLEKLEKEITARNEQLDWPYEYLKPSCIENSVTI
#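 Purified human 12hLO at 150 nM in 25 mM Hepes, 0.01% Triton X-100, pH 7.0, preincubated 15 min at room temperature with compound. Reaction started with 40 uM arachidonic acid, 30 min at room temperature. Hydroperoxide measured by Fe-xylenol orange, 573/405 nm absorbance ratio.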
# Active calls of the source: *; u = inconclusive; [ ] = remark or other dose. % is scaled to controls: 0 for no effect and ±100 for the full control effect; potency is read from the fitted curve at half-maximal effect. These rows are one share of the data; rates above refer to the full screens.
Structure | ALOX12 inh
CN(C)Cc1nnc(C2CC(NC(=O)c3cnc4c(c3)CCC4)C2)n1C (stereo unspecified) | 54%[activator]
COCCCNC(=O)c1csc(N2CCN(c3ccccc3)CC2)n1 | 6%
CN(C)CC1(O)CCC2(CCN(C(=O)c3nccc4ccccc34)CC2)CC1 | 53%[activator]
CNC(=O)[C@@H]1C[C@H](Oc2cccnc2)CN1C(=O)CC1CCCCC1 | 7%
COc1ccc(CCNC(=O)c2cc3cn(C(C)C)cc3s2)cc1OC | u
CNC(=O)N1CCC(C2CCN(S(=O)(=O)C(C)C)C2)CC1 (stereo unspecified) | 16%
O=C(CCC1CCN(S(=O)(=O)c2ccccc2)CC1)NC1CCCCCC1 | -9%
CC1=C[C@@H](CNC(=O)CC(C)(C)C)[C@H](C(C)C)C[C@H]1CC(=O)O | u
c1ccc2cc(-c3noc([C@@H]4Cc5nc[nH]c5CN4CC4CCCCC4)n3)ccc2c1 | 105%[activator][176 µM]
COC(=O)Nc1ccc(-c2nc(N3CCOCC3)c3cnn(C4CCN(C(=O)OC)CC4)c3n2)cc1 | u
O=C(/C=C/c1ccccc1)N1CC2ON=C(c3c(F)cccc3Cl)C2C1 (stereo unspecified) | 6%
O=C(N[C@@H](c1ccccc1)[C@@H]1CCCCN1)c1cccc(C(F)(F)F)c1Cl | -40%[57.4 µM]
CC(C)CNC(=O)C1COC2(CCCCC2)N1C(=O)c1cccc([N+](=O)[O-])c1 (stereo unspecified) | 10%
COc1ccc(S(=O)(=O)N2CC[C@H](NC(=O)c3ccncc3)C[C@H]2C(=O)N[C@@H](CC2CCCCC2)C(N)=O)cc1 | 83%[activator]
O=C(NC1CCCC1)C1(CCO)CC12CCOCC2 (stereo unspecified) | 7%
Cc1nn(C)c(C)c1CNC(=O)C1CC(=O)N(c2n[nH]c3cccc(F)c23)C1 (stereo unspecified) | 38%
CN1CC(c2ccccc2)CC2(CCN(C(=O)c3ccccc3)CC2)C1 (stereo unspecified) | 36%[activator]
Cc1cc(C)cc(N2CCC(NC(=O)c3ccc(Br)o3)C2=O)c1 (stereo unspecified) | -2%
CNC(=O)c1noc([C@@H]2CC(F)(F)CN2C(=O)CC(C)C)n1 | 9%
CC(C)C(=O)N1CCC(NCCOc2ccccc2Cl)CC1 | -8%
COc1ccc(NC(=O)N2c3ccc(OC)cc3[C@@H](NS(C)(=O)=O)[C@H](C)[C@H]2c2ccccc2)cc1 | 5%
COc1cccc(NC(=O)[C@@H]2C[C@@H](c3cccc(C(F)(F)F)c3)N(CC3CCOCC3)C2)c1 | 3%
CCn1cc(CN2C[C@@H](CO)[C@H](NC(=O)COC)C2)c2ccccc21 | 81%[activator]
O=C(c1n[nH]c2ccccc12)N1CCC2(CC1)CC(N1CCOCC1)CCO2 (stereo unspecified) | 15%
Cc1cccc(NC(=O)N2CCC(CCNC(=O)c3cnccn3)CC2)c1 | 33%[activator]
C=CCNC(=O)N[C@H]1[C@H](O)[C@@H](Sc2ccccc2)[C@@H]2OC[C@H]1O2 | 9%[176 µM]
CC1(Cc2ccc3c(c2)OCO3)CCCN(C(=O)N2CCOCC2)C1 (stereo unspecified) | 3%
CCn1cc(S(=O)(=O)N2CC[C@H]3C(=O)NCCCCCCN(Cc4ccncc4)[C@@H]3C2)cn1 | 101%[activator]
COc1ccc(CC(=O)N2Cc3[nH]cnc3C[C@H]2c2nc(-c3ccc4ccccc4c3)no2)cc1 | 13%
O=c1[nH]c(C2CCCN(Cc3cccc(-c4cccnc4)c3)C2)nc2ccc(F)cc12 (stereo unspecified) | 29%
O=C(c1ccccc1)N1CCCC(CN2CCOCC2)CC1 (stereo unspecified) | 38%
Cn1cccc1CN1CCC2(CC1)CN(Cc1ccccc1)CC2CO (stereo unspecified) | 10%
COCC(=O)N1CCC(Oc2ccc(C(=O)NCCN3CCNC3=O)cc2)CC1 | 13%
Nc1ccn([C@@H]2O[C@H](C(=O)N[C@H](Cc3ccccc3)C(=O)N3CCN(CC(=O)N4CCCC4)CC3)[C@@H](O)[C@H]2O)c(=O)n1 | -3%
CCOC(=O)c1[nH]ncc1CN1CCN2C(=O)CNC(=O)C2C1 (stereo unspecified) | 19%
CC(Cc1cccnc1)Nc1cc(-c2ccccc2F)nc2ccnn12 (stereo unspecified) | 47%[activator]
COCCOc1ncccc1-c1noc([C@@H]2CCCN2C2CCN(C)CC2)n1 | 65%[activator][176 µM]
O=C(c1ccc(F)cc1)N1CCC2(CN[S+](=O)([O-])c3cccnc3O2)C1 (stereo unspecified) | 5%[6.33 µM]
CC(C)C(=O)N[C@H]1[C@H](O)[C@H](O)C[C@@H]1c1ccc(N2CCOCC2)nc1 | 58%[activator][176 µM]
CCc1[nH]nc(C(=O)N2CCC(c3[nH]ncc3-c3cccc(C)c3)CC2)c1C | 42%[activator]
O=C1NCC(=O)N2CCN(C(=O)Nc3ccccc3Oc3ccccc3)CC12 (stereo unspecified) | -25%
CCc1nc(-c2c3n(c(=O)n(CC(=O)Nc4ccc(Cl)cc4F)c2=O)CCCC3)no1 | 7%
COCCN1C(=O)CS(=O)C12CCN(C(=O)Nc1ccc3c(c1)OCCO3)CC2 (stereo unspecified) | 16%
CC(C)CNC(=O)c1coc(COc2ccc3c(c2)C(c2cccc(F)c2)N(C(=O)C2CC2)CC3)n1 (stereo unspecified) | -2%
Cc1cccc(NC(=O)CN2C(=O)NC(c3ccc(Cl)cc3)C3=C2COC3=O)c1C (stereo unspecified) | u
CN(CC1(C)CCOCC1)C(=O)c1cc(Cl)ccc1F | 17%
Cc1cc(CN(C)Cc2cn(-c3cccc(F)c3)nc2-c2ccc(C)o2)n[nH]1 | 102%[activator]
N[C@@H]1CC[C@@H]1NC(=O)c1ccccc1-c1nc(-c2ccccc2)no1 | 41%[activator]
O=C(c1ccc(=O)[nH]n1)N1CCCC(c2ccn[nH]2)C1 (stereo unspecified) | 4%
Fc1ccc(-c2noc(-c3nnn4c3COC(c3ccc(Cl)cc3)C4)n2)cc1 (stereo unspecified) | 62%[activator]

# (listing goes on)
compound	ALOX12 inh
CC(C)N(C)Cc1nnnn1CC(=O)N1CCC(O)(c2cccnc2)CC1	24%
COc1ccc(C(=O)N2CCC(N3C[C@H](O)C[C@H]3C(=O)NC3CCCCC3)CC2)c(OC)c1	0%
Cc1noc(C)c1-c1cc2c(c(-c3ccc([S+](C)(=O)[O-])cc3)c1)C(=O)N(C)C2	15%[176 µM]
Cc1ccccc1NC(=O)N1CCC(CCNC(=O)Cc2ccsc2)CC1	18%
O=C(Nc1ccc2ncnc(N3CCCCC3)c2c1)c1ccccc1Br	42%[activator]
O=C(COc1ccccc1)NC1CCN(c2cc(C(F)(F)F)ncn2)CC1	12%
CCCN(CC1CCOC1)S(=O)(=O)c1ccccc1C(F)(F)F (stereo unspecified)	41%[activator]
Cc1nc2c(NC(=O)C3COc4ccccc4O3)cccn2n1 (stereo unspecified)	43%[activator]
COc1ccc(-c2cc(N3CCCN(C(=O)c4ccc(C)s4)CC3)n[nH]2)cc1	47%[activator]
O=C(c1cc(Cl)ccc1F)N1CCC(c2n[nH]c(=O)n2-c2ccccc2)CC1	18%
COCc1cc(CC2(NCc3ccccc3)COC2)no1	10%[176 µM]
Cc1cc(Cl)ccc1OCC(=O)N1CC(CO)C2(CCNCC2)C1 (stereo unspecified)	22%
COCCC1(NC(=O)C2CCOCC2)CCN(C(=O)C2COc3ccccc3O2)CC1 (stereo unspecified)	43%[activator]
O=C(c1cccc2[nH]ccc12)N1CCC2(CCCCO2)CC1	15%
CCCC(=O)N1CC2(CCN(C)CC2)c2c(n(C)c3cc(OC)ccc23)[C@H]1CO	-13%
COCc1cn(C[C@H]2C[C@@H](NC(=O)c3cc(C)n(C)n3)[C@H](O)[C@@H]2O)nn1	62%[activator]
N#Cc1ccc(CN2CCC[C@H]2c2nc(-c3ccc(F)cn3)no2)cc1	9%[176 µM]
O=C(Nc1ccc(Cl)cc1Cl)c1ccc2ccnn2c1	54%[activator][176 µM]
O=C(c1ccncc1)N1CCC(C2CCN(Cc3ccccn3)C2)CC1 (stereo unspecified)	54%[activator]
COCCN1CCCCCC(O)c2cc(C(=O)N3CCN(c4ccccc4OC)CC3)ccc21 (stereo unspecified)	10%
COc1ccc(OC)c(NC(=O)C2CC(=O)N(c3n[nH]c4cccc(F)c34)C2)c1 (stereo unspecified)	u
COc1cccc(-c2noc(CC3CCN(C(=O)c4cccc(F)c4)CC3)n2)c1	35%[activator]
O=C(NCC1CN(C(=O)Cc2cccc(C(F)(F)F)c2)CC12CN(c1ccccc1)C2)Nc1ccccc1 (stereo unspecified)	-1%
COCC(C)NC(=O)c1csc2nc(-c3cccc(C(F)(F)F)c3)cn12 (stereo unspecified)	14%
O=C(NCc1ccc(F)cc1)c1ccc2nccn2c1	47%[activator][176 µM]
COc1ccccc1[C@@H]1CN(C(=O)CCc2scnc2C)C[C@H]1C(=O)O	27%
COc1ccc(C(=O)N2CCCC(Cc3noc(-c4cnccn4)n3)C2)cc1 (stereo unspecified)	46%[activator]
COc1ccc(CC(=O)NCc2cccc(SC)c2)cc1	78%[activator]
CCN1CC(C(=O)N2CCN(Cc3cccc(F)c3)C(=O)C2)CC1=O (stereo unspecified)	41%[activator]
COc1ccccc1CCC(=O)N1CCC[C@H]1c1nc(-c2ccc(OC)c(OC)c2)no1	28%
CC(C)(C)CC(=O)Nc1nc2c(s1)C[C@@H]1[C@](C)(CO)[C@H](O)CC[C@@]1(C)[C@@H]2CC(=O)NC1CCCC1	2%
C#CCN(C)C(=O)c1onc(-c2ccc(Cl)cc2)c1[C@H](C)O	-9%[176 µM]
CCNC(=O)N(C1CC1)C1CCOC2(CCN(C(=O)c3ocnc3C)CC2)C1 (stereo unspecified)	17%
CCc1nc(CN2CCC(=O)N(Cc3ccc(F)cc3)C(C(C)C)C2)no1 (stereo unspecified)	23%
COc1ccc(-c2nnc3ccc(NCCc4ccccn4)nn23)nc1	u
O=C(Nc1ccccc1F)N1CC2CCC(C1)N2CC1CCCC1	1%[6.33 µM]
CC(C)c1nc2c(c(-c3ccc(O)cc3)n1)CCN(C(=O)c1ccccc1Cl)CC2	23%
COCC(=O)N1CCN(CC(=O)NCc2cccs2)[C@H]2CS(=O)(=O)C[C@H]21	12%
CCN1c2cc(C(=O)Nc3ccc(SC)cc3)ccc2C(=O)N2CCCCCC21 (stereo unspecified)	10%
Cc1cnc(-c2cccnc2)n1CC1CCNCC1	-2%
O=C1NC2(CCCN(C(=O)C3CCCC3)C2)Oc2ccccc21 (stereo unspecified)	30%[176 µM]
CCc1nc(CC)n2ccn(Cc3ccc(OC)cc3)c(=O)c12	4%
C1CC(N2CCC(c3nc(C4CCOC4)no3)CC2)CCO1 (stereo unspecified)	52%[activator]
COc1ccccc1C(=O)NCC1Cn2cccc2C(=O)N1C (stereo unspecified)	46%[activator]
Cc1cc2ncc(C(=O)NCc3cccc4ccccc34)cn2n1	-12%[176 µM]
O=[S+]1([O-])NC2(CCN(Cc3ccsc3)CC2)COc2ccccc21	2%[6.33 µM]
CC1(C)[C@H](Cc2cc(-c3ccccc3)on2)C[C@@H]1NCC1CC1	-7%[176 µM]
COCc1c(C(=O)N2CCCC3(CCC(=O)N(C4CC4)C3)C2)noc1C (stereo unspecified)	14%
O=c1[nH]c(C2CCCN(Cc3cccc4ccccc34)C2)nn1-c1ccccc1 (stereo unspecified)	4%
O=[S+]1([O-])NC2(CCN(CC3CCOCC3)CC2)COc2ccccc21	4%[6.33 µM]
COCCn1c(C)cc(C(=O)N2C[C@@H](CO)[C@H](c3ccccn3)C2)c1C	45%[activator]
O=C(NC1CCCCC1)C(=O)c1ccccc1F	-6%
O=C(NC1CC1)[C@H]1O[C@H](CCN2CCOCC2)CC[C@@H]1O	u
O=C(NCCc1noc(-c2ccncc2)n1)C1CCCO1 (stereo unspecified)	22%
CCOc1ccc(O)cc1	0%[176 µM]
Cc1ccccc1C(=O)N1CCC2(CC1)OCC(C(=O)NC(C)C)N2C(=O)c1cccc(F)c1 (stereo unspecified)	9%
CO[C@@H]1[C@H](O)CC[C@]2(O)CN(c3ccc(F)cc3)[C@](C)([C@H](O)CC=C(C)C)[C@@H]12	u
CCC(C)NC(=O)C1COC2(CCN(C(=O)CC(C)(C)C)CC2)N1C(=O)c1cccc(OC)c1 (stereo unspecified)	31%[activator]

# By substructure: those above with an NH in an aromatic ring
compound	ALOX12 inh
c1ccc2cc(-c3noc([C@@H]4Cc5nc[nH]c5CN4CC4CCCCC4)n3)ccc2c1	105%[activator][176 µM]
Cc1nn(C)c(C)c1CNC(=O)C1CC(=O)N(c2n[nH]c3cccc(F)c23)C1 (stereo unspecified)	38%
O=C(c1n[nH]c2ccccc12)N1CCC2(CC1)CC(N1CCOCC1)CCO2 (stereo unspecified)	15%
COc1ccc(CC(=O)N2Cc3[nH]cnc3C[C@H]2c2nc(-c3ccc4ccccc4c3)no2)cc1	13%
O=c1[nH]c(C2CCCN(Cc3cccc(-c4cccnc4)c3)C2)nc2ccc(F)cc12 (stereo unspecified)	29%
CCOC(=O)c1[nH]ncc1CN1CCN2C(=O)CNC(=O)C2C1 (stereo unspecified)	19%
CCc1[nH]nc(C(=O)N2CCC(c3[nH]ncc3-c3cccc(C)c3)CC2)c1C	42%[activator]
Cc1cc(CN(C)Cc2cn(-c3cccc(F)c3)nc2-c2ccc(C)o2)n[nH]1	102%[activator]
O=C(c1ccc(=O)[nH]n1)N1CCCC(c2ccn[nH]2)C1 (stereo unspecified)	4%
COc1ccc(-c2cc(N3CCCN(C(=O)c4ccc(C)s4)CC3)n[nH]2)cc1	47%[activator]
O=C(c1cc(Cl)ccc1F)N1CCC(c2n[nH]c(=O)n2-c2ccccc2)CC1	18%
O=C(c1cccc2[nH]ccc12)N1CCC2(CCCCO2)CC1	15%
COc1ccc(OC)c(NC(=O)C2CC(=O)N(c3n[nH]c4cccc(F)c34)C2)c1 (stereo unspecified)	u
O=c1[nH]c(C2CCCN(Cc3cccc4ccccc34)C2)nn1-c1ccccc1 (stereo unspecified)	4%
